High-throughput results: PubChem, several laboratories
CRFR2-BP ag: agonists of CRF-BP/CRF-R2 complex, primary screen, cell-based, HEK293, calcium dye fluorescence, uHTS | calcium dye fluorescence (FLIPR); percent of saturating CRF peptide response | activation, % at 13.2 µM | 350,000 tested, 0.46% active | AID 588473, 2011;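 active = activation of at least 50%, plus an integration ratio under a set limit after plate pattern correction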;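 also: plate controls were neutral control wells without compound for no effect and CRF at EC100 for full effect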
M5 ag: human M5 muscarinic receptor agonists, primary screen, CHO-K1 cells, Fluo-8 calcium fluorescence; Muscarinic acetylcholine receptor M5 (Homo sapiens), P08912; CHO-K1 hM5 cells; 0% DMSO wells, 100% maximal acetylcholine response; activation, % at 3 µM; 360,000 tested, 0.19% active;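 active = activation above the run's mean over test compounds plus 3 SD, cut at about 23% in these data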;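 also: signal is peak over basal fluorescence ratio across the kinetic read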
CHRM4 antagonist: human M4 muscarinic receptor antagonists, primary screen, CHO cells, Fluo-8 calcium fluorescence; Muscarinic acetylcholine receptor M4 (Homo sapiens), P08173; CHO-hM4 cells, ACh EC80; inhibition, % at 3 µM; 360,000 tested, 0.73% active;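 active = inhibition above its plate's cutoff, the mean inhibition of sample wells plus 3 SD, cut at about 27% in these data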;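 also: 0% = acetylcholine EC80 with DMSO and 100% = DMSO without agonist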
M5 PAM: human M5 muscarinic receptor positive allosteric modulators, primary screen, CHO-K1 cells, Fluo-8 calcium fluorescence; Muscarinic acetylcholine receptor M5 (Homo sapiens), P08912; AID 624038, 2012; CHO-K1 hM5, ACh EC20 PAM; 0% = ACh EC20, 100% = ACh EC100; activation, % at 3 µM; 360,000 tested, 0.3% active;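 active = activation above the run cutoff, the mean activation of all test compounds plus 3 SD, cut at about 18% in these data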
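Test system: CHO-K1 hM5 cells / Doses: single-point, 3 µM nominal / Times: Post-acetylcholine fluorescence recording 140 s / Technique: Fluo-8 calcium fluorescence / Measure: Max/basal fluorescence ratio as % of EC20–EC100 ACh window / Benchmarks: low control EC20 acetylcholine (0%), high control EC100 acetylcholine (100%) / Replicates: one well per compound, no replicates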
M4 ag: human M4 muscarinic receptor agonists, primary screen, CHO-K1 cells, Fluo-8 calcium fluorescence | Muscarinic acetylcholine receptor M4 (Homo sapiens), P08173 | 360,000 tested, 0.14% active | activation, % at 3 µM | CHO-K1 hM4/Gqi5; vehicle 0%, full acetylcholine response 100%;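 active = activation above the run mean over all test wells plus 3 SD, cut at about 32% in these data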;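 also: peak over basal fluorescence ratio per well then scaled between controls; 0% = DMSO wells and 100% = acetylcholine at EC100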
CRFBP-R2 block: antagonists of CRF-BP/CRF-R2 complex, primary screen, cell-based, HEK293, calcium dye fluorescence, uHTS | CRF-induced calcium fluorescence | inhibition, % at 11.8 µM | 350,000 tested, 0.59% active | AID 588475, 2011;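 active = inhibition of the ligand-induced calcium signal above about 50% at the single tested concentration, limit read from the data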
IDE inh: human IDE inhibitors in live cells, primary screen, fluorescence polarization, HEK cells, FAbetaB substrate. 320,000 tested, 0.41% active. FAbetaB cleavage. inhibition, % at 5.59 µM. AID 434962, 2010;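 active = percent inhibition above the average of all tested compounds plus 3 SD, set per screening campaign, cut at about 16% in these data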;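 also: IDE supplied by intact live HEK cells; FP after avidin binding of uncleaved biotin substrate so inhibition keeps polarization high; 0% = DMSO wells and 100% = 60 µM reference IDE inhibitor Ii1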
Target sequence (P14735 whole entry, looked up): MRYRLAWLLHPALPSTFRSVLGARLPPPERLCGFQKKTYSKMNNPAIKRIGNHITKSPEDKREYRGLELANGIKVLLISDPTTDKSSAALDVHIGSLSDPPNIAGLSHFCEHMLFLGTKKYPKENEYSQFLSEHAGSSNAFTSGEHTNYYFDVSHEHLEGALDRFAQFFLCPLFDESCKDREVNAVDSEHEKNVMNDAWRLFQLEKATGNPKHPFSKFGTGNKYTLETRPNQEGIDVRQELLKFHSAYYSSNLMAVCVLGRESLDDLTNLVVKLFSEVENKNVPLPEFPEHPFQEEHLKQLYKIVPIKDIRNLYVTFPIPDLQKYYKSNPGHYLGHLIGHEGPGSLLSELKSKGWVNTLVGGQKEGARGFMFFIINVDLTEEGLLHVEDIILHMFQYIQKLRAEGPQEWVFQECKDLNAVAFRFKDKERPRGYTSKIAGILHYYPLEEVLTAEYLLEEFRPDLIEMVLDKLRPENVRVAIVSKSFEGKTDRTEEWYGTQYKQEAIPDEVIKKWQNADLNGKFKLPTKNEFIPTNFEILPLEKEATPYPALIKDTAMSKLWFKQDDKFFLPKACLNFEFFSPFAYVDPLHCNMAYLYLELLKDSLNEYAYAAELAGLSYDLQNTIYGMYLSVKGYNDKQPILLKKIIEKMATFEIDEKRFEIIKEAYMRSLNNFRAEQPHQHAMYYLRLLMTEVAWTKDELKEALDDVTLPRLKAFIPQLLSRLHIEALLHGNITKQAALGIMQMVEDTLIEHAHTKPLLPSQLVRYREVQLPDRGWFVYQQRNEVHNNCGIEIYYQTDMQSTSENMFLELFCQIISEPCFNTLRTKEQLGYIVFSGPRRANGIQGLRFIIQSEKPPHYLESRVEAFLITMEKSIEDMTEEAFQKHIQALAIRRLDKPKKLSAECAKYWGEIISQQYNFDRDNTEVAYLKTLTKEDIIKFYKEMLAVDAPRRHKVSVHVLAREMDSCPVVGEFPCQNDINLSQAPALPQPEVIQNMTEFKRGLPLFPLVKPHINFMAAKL
CHRM4 PAM: human M4 muscarinic receptor positive allosteric modulators, primary screen, CHO-K1 cells, Fluo-8 calcium fluorescence | AID 624126, 2012 | activation, % at 3 µM | CHO-K1 hM4/Gqi5, ACh EC20; 0% = ACh EC20, 100% = maximal ACh | Muscarinic acetylcholine receptor M4 (Homo sapiens), P08173 | 360,000 tested, 0.4% active;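 active = activation above its plate's cutoff, the mean activation of sample wells plus 3 SD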; also: some results filed as inactive read as strong as hits
M5 antag: human M5 muscarinic receptor antagonists, primary screen, CHO cells, Fluo-8 calcium fluorescence | Muscarinic acetylcholine receptor M5 (Homo sapiens), P08912 | inhibition, % at 3 µM | 360,000 tested, 0.59% active | CHO-hM5 cells, ACh EC80;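 active = inhibition above a per-plate cutoff, the mean of that plate's test compounds plus 3 SD, cut at about 27% in these data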;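 also: 0% = acetylcholine EC80 with DMSO and 100% = DMSO without agonist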
Active calls of the source: *; / = no result given; & = joins results of further samples.

SMILES	CRFR2-BP ag	M5 ag	CHRM4 antagonist	M5 PAM	M4 ag	CRFBP-R2 block	IDE inh	CHRM4 PAM	M5 antag
Cc1ccc(S(=O)(=O)C2(C(=O)N(C)C3CCCCC3)CC2)cc1	-0.4	-3	2	-2	0	-40	-2	-1	13
NNC(=O)CNC(c1ccccc1)c1cc(Br)ccc1N (configuration not stated)	0.1	1	-6	0	0	2	0	-18	4
CC(=O)n1nc(-c2cccc(C)c2)nc1SCC(=O)Nc1ccccc1	3.0	-9	-5	7	3	10	8	0	0
CCN(CC)CCNC(=O)c1ccc(Cl)c(S(=O)(=O)Nc2ccc(Cl)cc2)c1	-1.0&-0.2	-8&-10	8&3	-2&-4	0&0	-5&-4	6	1&-2	20&8
C=C(C)COc1ccc(-c2n[nH]c(C)c2Oc2ccccc2OC)c(O)c1	0.7	-3	11	-3	-2	28	0	0	-4
COC(=O)c1cc(S(=O)(=O)NCC2CCN(Cc3cccc(Cl)c3)CC2)c[nH]1	0.0	-7	12	-4	0	-7	-11	-6	6
COc1ccc(C2c3[nH]c4ccccc4c3CCN2CCCn2cccn2)c(F)c1 (configuration not stated)	0.8	-9	9	1	1	-16	-4	-23	-1
CCS(=O)(=O)N1Cc2ccccc2CC1C(=O)Nc1nc2ccc(C)cc2s1 (configuration not stated)	1.2	-1	-11	-3	1	-8	-6	3	-6
CCC(C(=O)O/N=C(\N)c1cccc(C)c1)c1ccccc1 (configuration not stated)	0.5	-1	-2	-4	0	-2	-5	2	0
OCCN1CCN(C(=S)NC2CCCC2)CC1	-0.5	-3	4	7	1	-1	3	-1	-7
CC1(C)Oc2ccc(C(=O)NNC(=O)Nc3ccccc3)cc2NC1=O	-1.5	2	-3	-1	3	15	-1	-2	18
O=C(NC1CC1)C1CCN(C2CCN(C(=O)c3ccc4cccc(F)c4n3)CC2)CC1	0.4	-1	0	-2	2	3	1	7	6
CCCN(CC(=O)Nc1ccc(F)c(F)c1F)C(=O)c1cc([N+](=O)[O-])ccc1N1CCOCC1	0.0	-3	2	3	1	-24	-3	-2	8
O=C(Nc1ccc(Nc2ccccc2)cc1)c1ccc(Br)cc1	-0.1	1	7	-4	0	3	3	2	3
CN1CCC(N2CCN(C3CN(CCc4ccccc4)S(=O)(=O)C3)CC2)CC1 (configuration not stated)	/	0	-4	-3	0	/	/	0	4
COc1ccc(-c2nnc(SC(C)C(=O)NCc3ccc4c(c3)OCO4)n2Cc2ccco2)cc1 (configuration not stated)	-1.4	-4	-9	-3	3	15	3	-3	-3
O=C1c2ccc(-c3ccc(F)cc3OCc3ccccc3)cc2S(=O)(=O)c2cccc(C(=O)N3CCN(c4ncc(Cl)cc4Cl)CC3)c21	-0.1	-2	3	-3	-2	-6	-1	1	14
CCOC(=O)C1Cn2c(nc3c(c2=O)C(C)(CC)Cc2ccccc2-3)S1 (configuration not stated)	-1.1	-5	4	7	0	-6	-1	-4	-7
Cc1ccc2nc(C)c3c(c2c1)OC(C(C)(Cl)Br)C3 (configuration not stated)	0.2	-5	-8	-3	0	17	3	7	3
COc1ccc(CNc2cccc3[nH]c(C(F)(F)F)nc23)cc1OC	0.4	1	4	0	1	19	-9	-1	0
Clc1ccc(Oc2nc3ccccc3n3cccc23)cc1	2.5	-2	2	1	0	7	4	1	-2
O=C(Oc1cccc2c(O)cccc12)c1ccccc1Cl	0.1	0	2	-4	0	-16	/	-1	0
Cc1ccc(NC(=O)Cn2nc(C(=O)O)c3ccccc3c2=O)cc1S(=O)(=O)N1CCOCC1	0.0	3	-3	-3	1	-4	4	5	8
CCOC(=O)c1c(-c2ccccc2)oc2ccc(OCC(N)=O)cc12	-2.3	0	1	-3	1	-6	/	0	4
O=C(COc1ccccc1[N+](=O)[O-])Nc1ccc(CN2CCOCC2)cc1	-1.9	2	-1	0	3	19	-4	-6	-4
CCCCOc1ccc(Nc2cc(Cl)ccc2C(=O)O)cn1	3.1	-1	-9	-7	-1	20	0	-2	-1
CCOC(=O)c1cc(-c2ccccc2)nn1CCC#N	0.3	2	-4	4	0	9	3	4	3
Cc1ccc(C)c(S(=O)(=O)N2CCC3(CC2)OCCN3S(=O)(=O)c2cccs2)c1	3.4	-1	-2	1	4	16	-3	-2	1
COC(=O)c1[nH]c2cc(OC)c(OC)cc2c1NC(=O)Oc1ccccc1	-0.3	1	-2	6	0	24	-3	20	-9
CC(C)OC(=O)CC1C(=O)NCCN1C(=S)NC(=O)c1ccc(F)cc1 (configuration not stated)	0.9	-2	10	-2	0	19	5	-4	-2

3 compounds picked at random from the list so far:
SMILES	CRFR2-BP ag	M5 ag	CHRM4 antagonist	M5 PAM	M4 ag	CRFBP-R2 block	IDE inh	CHRM4 PAM	M5 antag
Clc1ccc(Oc2nc3ccccc3n3cccc23)cc1	2.5	-2	2	1	0	7	4	1	-2
Cc1ccc(NC(=O)Cn2nc(C(=O)O)c3ccccc3c2=O)cc1S(=O)(=O)N1CCOCC1	0.0	3	-3	-3	1	-4	4	5	8
Cc1ccc(C)c(S(=O)(=O)N2CCC3(CC2)OCCN3S(=O)(=O)c2cccs2)c1	3.4	-1	-2	1	4	16	-3	-2	1

Later entries:
SMILES	CRFR2-BP ag	M5 ag	CHRM4 antagonist	M5 PAM	M4 ag	CRFBP-R2 block	IDE inh	CHRM4 PAM	M5 antag
COc1cccc(NC(=O)[C@H](NC(=O)[C@@H]2Cc3ccccc3CN2)c2ccccc2)c1	-0.2	2	-7	5	4	-9	3	3	-2
CC(=O)Nc1ccc(S(=O)(=O)Nc2ccc(Cl)cn2)cc1	0.1	1	5	6	0	-3	1	-5	0
COc1cc(/C=N/NC(=O)C(N)=O)cc(OC)c1O	0.1	-1	-6	-3	2	2	-1	9	16
COc1ccc(NC(=O)Nc2cccc(F)c2)c(OC)c1	1.2	-6	-13	-1	2	-23	-4	9	-4
Cc1ccc2c(c1)OC(c1ccc3c(c1)OCCO3)CC2=O (configuration not stated)	0.3	-5	-10	-10	5	0	4	-2	1
CC(C)NC(=O)c1cc2n(n1)C(C(F)(F)F)CC(c1ccco1)N2 (configuration not stated)	-0.2	2	3	8	2	5	-1	16	4
CCN(CC)c1ccc(/C=N/NC(=O)c2cccc(S(=O)(=O)Nc3ccccc3OC)c2)c(O)c1	34	-3	-7	-8	5	-64	33*	-3	5
Cc1ccc2cc(CCNC(=O)C(=O)c3c[nH]c4ccccc34)c(=O)[nH]c2c1	0.6	0	-6	-2	2	-18	3	-5	-7
COC(=O)CCCC(=O)N1CCCC(CCC(=O)NCc2ccc(F)c(F)c2)C1 (configuration not stated)	2.3	-2	-14	1	0	-14	7	8	-15
O=C(Cn1ccc2cc(S(=O)(=O)N3CCCC3)ccc21)NCc1ccco1	-0.4	-4	-4	0	1	-1	2	2	2
c1ccc2sc(NC3=NCN(CC4CCCO4)CN3)nc2c1 (configuration not stated)	-1.1	-10	-11	2	4	-2	0	6	9
Cc1ccc2c(c1)cc(CN(Cc1ccco1)S(=O)(=O)c1ccccc1)c1nnnn12	1.9	-2	7	3	0	-2	4	8	-6
CC[C@]12c3[nH]c4ccc(Cl)cc4c3CCN1C(=O)[C@@H](CC(=O)NCCc1ccccn1)C[C@@H]2C(=O)N1CCN(C(=O)C2CC2)CC1	-1.3	0	-9	-3	2	2	/	3	-8
O=C(c1ccccc1)c1ccc2nc(-c3ccc(NC(=O)c4ccccc4F)cc3)[nH]c2c1	5.8	2	14	-11	7	2	5	-8	9
CC(Oc1ccc(Cl)cc1Cl)c1nc(-c2ccc(NC(=O)c3ccco3)cc2)no1 (configuration not stated)	4.2	1	4	-9	1	8	-2	-9	6
CC(C)OC1=CC(=O)OC(c2cccc(Cl)c2)C1 (configuration not stated)	/	-2	-1	0	1	/	/	10	5
CCOC(=O)c1cccc(C(=O)OCC)n1	-0.4	-2	-4	11	0	-4	-1	-1	-9
Cc1cccc(NC(=O)C2CCCN2C(=O)Oc2ccccc2)c1 (configuration not stated)	2.4	6	-4	9	0	3	-3	9	-16
O=C(c1cnc(N2CCN(c3ncccn3)CC2)c2ccccc12)N1CCN(c2ncccn2)CC1	-1.3	1	3	-43	16	0	2	-16	14
O=C(Nc1cccc(C(F)(F)F)c1)C1CCN(S(=O)(=O)c2ccc(N3CCCC3=O)cc2)CC1	1.5	2	22	-14	17	4	7	-7	37*
O=C(NCc1cccc(C(F)(F)F)c1)c1csc([C@@H]2O[C@H](CO)[C@H](O)[C@H](O)[C@H]2O)n1	/	1	-2	-3	0	/	/	1	0
O=C(CC1C(=O)NCCN1Cc1ccc(Cl)c(F)c1)NCCc1cccnc1 (configuration not stated)	0.1	-3	-10	-2	1	-3	5	-2	12
COc1ccc(S(=O)(=O)Nc2cc(C(C)C)c(O)cc2C)cc1	-0.9	-1	1	-6	2	-3	6	1	1
COc1ccc(N/C=C\C(=O)c2ccc3c(c2)OCO3)cc1	1.1	-5	3	5	2	4	3	-4	1
CCCOc1ccc(C2NC(=S)NC(c3ccccc3)=C2C(=O)Nc2ccc(C)cc2)cc1OC (configuration not stated)	6.7	-5	3	8	-1	9	-1	4	-8
COc1ccc(CC(=O)NCc2csc(-c3cccs3)n2)cc1OC	0.0	0	-22	1	7	5	1	19	-13
COc1ccc(C(=O)C[n+]2cccc(Br)c2)cc1	2.1	-7	-14	-1	1	9	2	-4	15
CN1C(=O)c2ccccc2N(C)C1c1ccc2c(c1)OCO2 (configuration not stated)	-0.1	-6	8	-3	1	30	1	1	1
CCN1C(c2ccccc2)=C(c2ccccc2)S/C1=C/C=C1\SC(=S)N(C)C1=O	2.2	-16	8	0	1	-14	/	-8	1
CCOc1ccc(-n2c(Cc3cc(=O)[nH]c(=O)[nH]3)nnc2SCC(=O)NC2CCCC2)cc1	1.3	0	-10	1	1	12	2	7	-2
CC(=O)N(C)c1nnc(-c2ccccn2)s1	-2.3	-1	4	-3	1	4	-3	9	1
CC(OC(=O)C1CCC(=O)N1)C(=O)Nc1cc(Cl)cc(Cl)c1 (configuration not stated)	4.3	2	-3	-4	2	-18	0	-4	1
Cc1occc1C(=O)N/N=C/c1ccc(Cl)c([N+](=O)[O-])c1	1.3	-1	3	-11	4	-11	2	12	14
CN1CCN(c2ncnc3c2ncn3[C@H]2CN(Cc3ccc(-c4ccccc4)cc3)C[C@@H](CO)O2)CC1	/	2	-7	-2	11	/	/	-2	-1
O=C(COC(=O)c1ccc[nH]c1=O)NC1CCCC1	-2.8	-2	14	2	0	-8	-2	12	8
C/C(Cn1cnc([N+](=O)[O-])n1)=N/NC(=O)COc1c(Cl)cc(Cl)cc1Cl	-3.4	-3	2	3	0	19	2	-1	-1
Cc1cc(OC(=O)Nc2ccccc2)ccc1Cl	-2.1	4	-12	-4	4	1	/	0	-2
